Screening results from PubChem BioAssay.
RMI-FANCM inh = inhibitors of human RMI core complex binding to FANCM MM2; Fluorescence polarization, RMI core complex with F-MM2 peptide; hits give low values; FP signal (polarization) at 33 µM; 70,000 compounds, 0.58% hits; AID 1159607; in the data active = FP signal below about 40; also: inactives centre near 61; strong numbers were not always called active; unit not given here
Active calls of the source: *; & = joins results of further samples; ! = repeats disagree.

SMILES	RMI-FANCM inh
Cc1cc(NC(=O)COc2ccccc2F)n(-c2nc(-c3cccs3)cs2)n1	79
Cc1nn(C2CCS(=O)(=O)C2)c2nc(-c3ccc(F)cc3)cc(C(=O)NCC3CCCO3)c12 (stereo unspecified)	67
O=C(c1cccc(Cl)c1)N1CCN(c2ccc(-c3cccnc3)nn2)CC1	68
O=C1Cc2cc(NS(=O)(=O)Cc3ccc(F)cc3)ccc2N1	56
COc1cc(C(=O)Nc2nc3cc(C)cc(C)c3s2)cc(OC)c1OC	71
CCOc1ccc(NC(=O)CCn2cnc3c(cnn3-c3ccc(F)cc3)c2=O)cc1	82
COc1nc(C)c([N+](=O)[O-])c(OC)n1	54
CCOC(=O)C1=C(C)N(c2ccccc2)C(=O)NC1c1ccccc1Cl (stereo unspecified)	53
COc1ccc(Nc2nc3ccccc3nc2NS(=O)(=O)c2ccc(NC(C)=O)cc2)cc1	7*!
CS(=O)(=O)Nc1ccc2c(c1)N(C(=O)C1CCCC1)CC2	67
Cc1ccc(NC(=O)CCCn2nc(-c3cccs3)ccc2=O)cc1C	73
COc1ccc(N2CCN(c3ncnc4c3cnn4-c3cccc(C)c3)CC2)cc1	61
O=C(Oc1ccccc1N(C(=O)c1ccccc1)S(=O)(=O)c1cccc([N+](=O)[O-])c1)c1ccccc1	58
O=S(=O)(CCCOc1ccc(F)cc1)NCc1ccncc1	59
Cc1cc(C)c(C#N)c(Sc2c([N+](=O)[O-])ncn2C)n1	56
COc1cccc(-c2csc(-n3nc(C)cc3NC(=O)Cc3ccc(F)cc3)n2)c1	102
COc1ccc(-c2csc3ncnc(Oc4ccc(C(C)(C)C)cc4)c23)cc1	86
Cc1ccc(C(=O)O)cc1N1C(=O)/C(=C\c2ccc(-c3ccc([N+](=O)[O-])cc3)o2)SC1=S	63
FC(F)(F)c1ccc(-c2nnc(-c3ccc4nsnc4c3)o2)cc1	59
CCOc1ccc(-c2ccc(=O)n(CCCC(=O)Nc3nc4ccc(C)cc4s3)n2)cc1	72
COC(=O)C1=NN(c2c(C)cccc2Cl)C(=O)C1	56
Cc1cc(N2C(=O)c3ccccc3C2=O)no1	62
CC(C)NC(=O)Nc1ccc(OCc2ncc(C(F)(F)F)cc2Cl)cc1	55
Nc1ccc2c(c1)N(C(=O)c1cccs1)CC2	68
Cc1cccc(S(=O)(=O)Nc2ccc3c(c2)CC(=O)N3C)c1	68
O=C(Nc1cccc(N2CCCC2=O)c1)c1ccccc1Br	55
CC(C)CCC[C@@H](C)[C@H]1CC=C2C3=CCC4C[C@@H](OC(=O)c5ccccc5)CC[C@]4(C)[C@H]3CC[C@@]21C (stereo partly specified)	58
CCC(=O)NCCOc1ccc2nnc(-c3ccc(OC)cc3)n2n1	67
CN(C)CCCNC(=O)C(=O)Nc1ccccc1Oc1ccc(Cl)cc1Cl	70
Cc1nc(SCc2ccc(F)cc2)[nH]c(=O)c1CC(=O)Nc1cccnc1	63
COc1cccc(C(=O)Nc2nc(-c3ccc([N+](=O)[O-])cc3)cs2)c1	65
CCOC(=O)Cc1csc(N2C(=O)CC(c3ccccc3)CC2=O)n1	59
Cc1cccc(NC(=O)N2CCN(c3ccc4nncn4n3)CC2)c1C	66
CCS(=O)(=O)c1ccc(-c2ccc(NS(=O)(=O)c3ccc4c(c3)CCCC4)cc2)nn1	55
Cc1nc2ccccn2c1C(=O)N/N=C\c1cn(-c2ccccc2)nc1-c1ccc([N+](=O)[O-])cc1	54
C=CCSc1nc2ccccc2n1C(=O)/C=C/c1ccc(F)cc1	63
N/C(=N/OC(=O)c1ccc(-c2cccs2)s1)c1cccc(C(F)(F)F)c1	49
COC(=O)c1c(C)oc(C)c1S(=O)(=O)N1CCCN(c2ccc(C(F)(F)F)cn2)CC1	59
O=C(Nc1ccc(C(F)(F)F)cc1)c1ccc(N2CCCCS2(=O)=O)cc1	55
COC(=O)c1ccc(C)c(-n2c(N)c(C(=O)Nc3ccccc3C)sc2=S)c1	83

The final 5 entries of the part above are carried over, then new ones follow:
SMILES	RMI-FANCM inh
C=CCSc1nc2ccccc2n1C(=O)/C=C/c1ccc(F)cc1	63
N/C(=N/OC(=O)c1ccc(-c2cccs2)s1)c1cccc(C(F)(F)F)c1	49
COC(=O)c1c(C)oc(C)c1S(=O)(=O)N1CCCN(c2ccc(C(F)(F)F)cn2)CC1	59
O=C(Nc1ccc(C(F)(F)F)cc1)c1ccc(N2CCCCS2(=O)=O)cc1	55
COC(=O)c1ccc(C)c(-n2c(N)c(C(=O)Nc3ccccc3C)sc2=S)c1	83
CCOc1ccc(-c2noc(CSc3nc4ccsc4c(=O)n3CC(C)C)n2)cc1	104
O=C(CSc1ncnc2c1cnn2-c1ccc(F)cc1)NC1CCCC1	57
COc1cc2c(cc1OC)C(c1sc3ccccc3c1Cl)=NCC2	58
COCCn1c(Cc2cccn2C)nnc1SCC(=O)Nc1ccc(Cl)c(Cl)c1	57
CCOC(=O)c1cc(NC(=O)Nc2cccc(Cl)c2)ccc1Oc1cncc(Cl)c1	62
Cc1ccccc1CSc1ccc(NC(=O)c2ccco2)nn1	69
CC(C)n1c(=O)oc2ccc(Cl)cc21	60
O=C1CC(C(=O)N(CC2CCCO2)c2nc3c(F)cccc3s2)CN1c1ccccc1 (stereo unspecified)	68
CCC(CO)NCC(O)Cn1c2ccccc2c2ccccc21 (stereo unspecified)	78
COc1cccc(S(=O)(=O)NCc2ccc(C(=O)N3CCCC3)cc2)c1	77
CCOc1cccc2cc(-c3csc(NC(=O)c4ccc(S(=O)(=O)N5CCCc6ccccc65)cc4)n3)oc12	54
C#C[C@]1(O)CCC2C3CCc4cc(O)ccc4C3CC[C@@]21C (stereo partly specified)	66
O=S(=O)(Nc1cccc(-c2ccc(N3CCCC3)nn2)c1)c1cccnc1	57
CCc1nc(N2CCN(C)CC2)c2c3c(sc2n1)CCC3	75
CCCc1cc(NCCc2ccc(OC)c(OC)c2)n2nc3nc(C)cc(C)c3c2n1	65
O=C(Nc1nnc(-c2ccc3c(c2)OCO3)o1)c1ccc(F)cc1	66
CC(C)(C)c1csc(NC(=O)COc2ccc(Cl)cc2Cl)n1	71
C#CCn1c(=NS(=O)(=O)c2ccc(C)cc2)sc2c(C)cc(C)cc21	65
CC(C)Oc1ccc(C(O)=C2C(=O)C(=O)N(CCN3CCNCC3)C2c2ccc([N+](=O)[O-])cc2)cc1 (stereo unspecified)	57&56
NC(=O)Cn1c(CO)cnc1SCC(=O)NCc1ccc(F)cc1	55
CCOC(=O)c1sc(NC(=O)c2ccnn2C)nc1-c1ccccc1	70
CC1(C)CC(N2CCN(C3CC(C)(C)NC(C)(C)C3)CC2)CC(C)(C)N1	61
O=C(c1cccs1)n1nccc1-c1cccs1	60
COc1ccc(-c2cn3c(C(=O)N4CCN(c5ccc(F)c(Cl)c5)CC4)csc3n2)cc1	77
COc1ccccc1C(=O)Nc1ccc2c(c1)N(S(=O)(=O)c1ccc(C)cc1)CCC2	57
NC(=O)C1CCN(CC(=O)Nc2cccc(F)c2)CC1	60
Nn1cnc2c(cnn2-c2cccc(Cl)c2)c1=O	69
CCOC(=O)Cc1csc(NC(=O)c2nccnc2C(=O)O)n1	58
O=C(CSc1ccc(NC(=O)c2cccs2)nn1)Nc1ccccc1C(F)(F)F	71
Cc1ccc(NC(=O)C2CCCCC2C(=O)O)c(C)c1 (stereo unspecified)	57
CCOC(=O)N1CCN(S(=O)(=O)c2ccc(C(=O)N(CCN(C)C)c3nc4c(OC)ccc(C)c4s3)cc2)CC1	71
COc1ccc2c(=O)c(CC(=O)O)coc2c1	60
NNC(=O)c1oc2nc(-c3ccccc3)cc(-c3ccccc3)c2c1N	54
N#C/C(=C\Nc1ccc2c(c1)OCCO2)S(=O)(=O)c1ccc(C(F)(F)F)cn1	55&54
Cn1cc(Cl)c(-c2noc(-c3ccccc3C(F)(F)F)n2)n1	55
COc1ccc(-c2noc(-c3c(SC)nn(CC(=O)Nc4ccc(C)c(F)c4)c3N)n2)cc1	179
CC(C)(C)c1cc(NCc2cccnc2)n2ncc(-c3ccccc3)c2n1	60
COc1ccc(NC2CC(=O)N(c3ccc(I)cc3C)C2=O)cc1 (stereo unspecified)	64
CC(=O)NC(=C(C)C)c1ccccc1	65
COc1ccc(S(=O)(=O)CCCC(=O)Nc2nnc(-c3ccc(Br)s3)o2)cc1	65

3 compounds out of the list above, ordered by their value in RMI-FANCM inh, rising.
SMILES	RMI-FANCM inh
CCOC(=O)Cc1csc(NC(=O)c2nccnc2C(=O)O)n1	58
O=C(c1cccs1)n1nccc1-c1cccs1	60
CC(=O)NC(=C(C)C)c1ccccc1	65

With a hit mark in RMI-FANCM inh, of those listed so far:
SMILES	RMI-FANCM inh
COc1ccc(Nc2nc3ccccc3nc2NS(=O)(=O)c2ccc(NC(C)=O)cc2)cc1	7*!

(list continues)
SMILES	RMI-FANCM inh
COC(=O)c1ccncc1C(=O)Nc1ccc(C)cc1	52
CCCN1CCCc2cc(CCNC(=O)C(=O)Nc3ccccc3F)ccc21	70
CCOC(=O)c1ccc(NC(=O)C(CC(C)C)N2C(=O)C3C4C=CC(C4)C3C2=O)cc1 (stereo unspecified)	71
O=C(CSc1nnc2ccccn12)Nc1ccc(Cl)cc1	73
CC(Oc1cccc(F)c1)C(=O)NCCn1nc(-c2cccs2)ccc1=O (stereo unspecified)	71
CSc1nc(N)nc(N2CCSCC2)n1	54
Cc1oc(-c2ccc(Cl)cc2[N+](=O)[O-])cc1C(=O)Nc1nccs1	53
CCOCC(=O)Nc1ccc(-c2ccc(S(C)(=O)=O)nn2)cc1	58
CCn1c(=NC(=O)c2ccn(C)n2)sc2c(C)cc(C)cc21	68
O=S(=O)(Nc1cc(-c2cccs2)nn1-c1ccc(F)cc1)c1cccc(F)c1	57
CCCS(=O)(=O)Nc1ccc2c(c1)CN(C(=O)c1ccco1)CC2	66
O=C1CC(NC(=O)C(F)(F)F)=NN1c1ccccc1	62
Cc1nc2sc(C(c3ccc([N+](=O)[O-])cc3)N3CCN(C)CC3)c(O)n2n1 (stereo unspecified)	57
Cc1nc(C)c(C(=O)N2CCN(c3ccc(-c4ccc(Cl)cc4)nn3)CC2)s1	68
COc1ccc(Cl)cc1C(=O)N1CCCC(c2nnc(-c3ccc4c(c3)OCO4)o2)C1 (stereo unspecified)	63
O=C(NCCc1ccco1)C(=O)NCC1OCCCN1S(=O)(=O)c1cccs1 (stereo unspecified)	70
Cc1ccc2nc(NC(=O)CSc3ccc(-c4sc(C)nc4C)nn3)sc2c1	59
CC(C)c1ccc(NC(=O)CSc2n[nH]c(=O)n2C2Cc3ccccc3C2)cc1	66
CCOC(=O)c1[nH]c2ccccc2c1NC(=O)C1CCCC1	66
O=C(NCCn1ncc2c(N3CCN(c4ccc(F)cc4)CC3)ncnc21)c1cccc(Cl)c1	67
COc1ccc(C)cc1NC(=O)Cn1c(C)nc2c(sc3ccccc32)c1=O	127
O=C(NNc1ccc(-c2csnn2)cc1)Nc1ccc(Cl)cc1	53
Cc1nn(C)c(C(=O)NNC(=O)COc2ccc(Cl)cc2Cl)c1[N+](=O)[O-]	51
CCOC(=O)c1csc(NC(=O)c2cc(=O)c3ccccc3o2)n1	64
Cc1nc(-c2ccc(S(=O)(=O)N3CCN(C(=O)c4ccco4)CC3)s2)cs1	60
Cc1ccc(NC(=O)C(C)(C)CCl)cc1N1CCCCC1=O	64
CCOc1ccc(-n2nnnc2SCC(=O)Nc2cccc(C(C)=O)c2)cc1	55
NC(=O)COc1ccc(Cl)cc1Cl	56
O=C(c1ccco1)N1CCc2ccc(NS(=O)(=O)c3cccc(Cl)c3)cc2C1	67
Cc1cc(NC(=O)c2ccc(S(=O)(=O)N3CCc4ccccc4C3)cc2)n(C(C)C)n1	65
CS(=O)(=O)NCCn1ncc2c(N3CCCC3)ncnc21	61
CCc1cccc(NC(=O)CSc2nc3c(-c4ccccc4)csc3c(=O)n2C)c1	76
CCOCC(=O)NCCn1ncc2c(=O)n(Cc3ccccc3F)cnc21	68
CCn1ccc(C(=O)N2CCN(c3nc4c(Cl)cccc4s3)CC2)n1	64
Cc1cccc(OCC(=O)NCCc2ccc(N3CCCC3)cc2)c1	72
c1ccc2c(c1)nc1n2CCN1	65
CC(=O)Nc1cccc(NC(=O)CC2CCCCN2S(=O)(=O)c2cccs2)c1 (stereo unspecified)	66
CCOC(=O)C(C)Sc1nnc(CNC(=O)C23CC4CC(CC(C4)C2)C3)n1-c1cccc(Cl)c1 (stereo unspecified)	61
O=C(CC1CSc2nc3c(c(=O)n21)CCCC3)N1CCN(c2ccccc2F)CC1 (stereo unspecified)	64
O=C(NCc1n[nH]c(=O)c2ccccc12)C1(c2ccc(Cl)cc2)CCCC1	52

Exported comma-delimited: part of the list above.
Compound,RMI-FANCM inh
CCn1ccc(C(=O)N2CCN(c3nc4c(Cl)cccc4s3)CC2)n1,64
CCOC(=O)c1csc(NC(=O)c2cc(=O)c3ccccc3o2)n1,64
CCc1cccc(NC(=O)CSc2nc3c(-c4ccccc4)csc3c(=O)n2C)c1,76

Next section
SMILES	RMI-FANCM inh
N#C/C(=C\c1ccc2noc(-c3ccccc3)c2c1)C(=O)Nc1sc2c(c1C(N)=O)CCCC2	56
CCN(CC)CCOC(=O)c1ccc(NC(=O)c2ccc(Cl)cc2)cc1	79
COc1ccc(NC(C)=O)cc1NC(=O)CC1CCCCN1S(=O)(=O)c1ccccc1 (stereo unspecified)	66
COc1ccc(NC(=O)c2ccc(CNS(=O)(=O)c3cccc(Cl)c3)cc2)cc1	74
Cn1c(-c2ccccc2)cnc1SCC(=O)N1CCN(c2ccccc2)CC1	57
NCCSSCCN	59&57
O=C(CS(=O)(=O)c1ccc(Cl)s1)N1CCN(c2ccccc2F)CC1	67
COC(=O)c1ccc(C)c(-n2c(N)c(C(=O)N3CCCCC3)sc2=S)c1	62
Cc1ccccc1-c1noc(CSc2nc3ccsc3c(=O)n2CCC(C)C)n1	71

A portion of the library, so the mix of outcomes need not match the whole.
